Tau fluor cs – Counterscreen qHTS for Inhibitors of Tau Fibril Formation, Fluorescence Polarization; AID 1463, 2008; Potency, µM (series often up to 57.7 µM), for the others: at the top dose activity change, negative = decrease; actives 0.93% (n = 280,000); tau K18 P301L (four-repeat tau fragment) Alexa594 fluorescence, heparin fibrillization; note: % is set by controls: 0 for no effect and ±100 for the full control effect; nearly all actives have a fitted effect of over 55% in size
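Human K18 P301L tau (15 uM unlabeled plus 0.24 uM Alexa 594-labeled, final) in 100 mM sodium acetate pH 7 was mixed with compound and 20 uM heparin and incubated 6 hr at 37 C.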
Epigenetic reg – Quantitative High-Throughput Screen for Regulators of Epigenetic Control | actives 0.2% (n = 280,000) | murine LDR cells, GFP reporter derepression, 30 h | Potency, µM (highest dose often 53.9 µM), for the others: at the top dose GFP activation, most hits filed as activators; note: % of control where 0% means no effect; nearly all actives have a fitted effect of over 60% in size
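Derepression of a silenced CMV-GFP reporter in murine LDR cells is scored by enumerating GFP-positive cells with a laser-scanning microplate cytometer after 30 hours of treatment at 37 C.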
GAA inh – qHTS Assay for Inhibitors of Human alpha-Glucosidase as a Potential Chaperone Treatment of Pompe Disease; Lysosomal alpha-glucosidase (Homo sapiens), P10253; purified human GAA, 4-MU-alpha-glucoside fluorescence; Potency, µM (doses to about 76.9 µM), for the others: at the top dose activity change, negative = inhibition, hits mostly inhibitors; actives 0.005% (n = 200,000); AID 1466, 2008;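 note: plate controls were uninhibited enzyme wells for no effect and no-enzyme background for full effect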
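Read-out is 4-methylumbelliferone fluorescence (Ex 365/Em 440 nm) after NaOH/glycine stop at pH 10. Enzyme 4 nM, substrate 400 uM, pH 5.0 citrate buffer, 20 min room temperature; AC50 from Hill-equation concentration-response.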
GAA glycogen mod – qHTS Assay for Inhibitors and Activators of Human alpha-Glucosidase Cleavage of Glycogen; Lysosomal alpha-glucosidase (Homo sapiens), P10253; recombinant GAA, glycogen substrate, Amplex Red glucose oxidase fluorescence; Potency, µM (series often up to 76.4 µM), for inactives: top-dose activity change, negative = inhibition, actives largely listed as inhibitors; actives 0.38% (n = 300,000); AID 2100, 2009;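 note: 0% = full enzyme reaction and -100% = no-enzyme basal signal; the screen sought inhibitors and activators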
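qHTS, 1536-well; enzyme 4 nM final; cpd up to 77 uM; substrate bovine liver glycogen 30 ug; 50 mM citrate/phosphate pH 5.0, 0.01% Tween-20; 37 C, 40 min; Amplex Red detection 45 min RT; Hill fit → AC50.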
NPSR antag – qHTS Assay for Antagonists of the Neuropeptide S Receptor: cAMP Signal Transduction. CHO-NPSR cells, cAMP TR-FRET, antagonist mode. Potency, µM (series often up to 38.3 µM), inactives show at the top dose activity change, negative = inhibition, usual class: inhibitors. actives 1% (n = 220,000); note: % is set by controls: 0 for no effect and ±100 for the full control effect; nearly all actives have a fitted effect of over 50% in size; many of its hits are not listed in these tables
Target sequence (Q6W5P4 whole entry, looked up): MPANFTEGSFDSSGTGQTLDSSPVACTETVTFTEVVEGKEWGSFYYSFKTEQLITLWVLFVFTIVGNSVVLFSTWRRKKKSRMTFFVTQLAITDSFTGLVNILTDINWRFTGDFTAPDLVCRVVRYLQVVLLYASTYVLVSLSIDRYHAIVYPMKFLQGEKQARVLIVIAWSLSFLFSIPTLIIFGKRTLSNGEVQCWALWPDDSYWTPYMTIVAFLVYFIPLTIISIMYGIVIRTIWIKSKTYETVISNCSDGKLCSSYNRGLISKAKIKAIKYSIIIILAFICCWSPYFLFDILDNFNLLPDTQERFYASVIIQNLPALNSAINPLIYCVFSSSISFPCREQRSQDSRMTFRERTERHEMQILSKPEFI
ALDH1A1 block – qHTS Assay for Inhibitors of Aldehyde Dehydrogenase 1 (ALDH1A1); Aldehyde dehydrogenase 1A1 (Homo sapiens), P00352; Purified ALDH1A1, NADH fluorescence, propionaldehyde substrate; Potency, µM (doses to about 75.3 µM), inactives show at the highest dose activity, negative = inhibition, hits mostly inhibitors; actives 7.3% (n = 220,000); active = well fitted inhibition curve with a large enough effect, not every such curve was filed as active; inconclusive = small, poorly fitted or top-dose-only effect, or another doubt; inactive = no such curve, though single readings can be large or run the other way;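 note: plate controls were no enzyme wells and a reference inhibitor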
GAA spleen mod – qHTS Assay for Inhibitors and Activators of Human alpha-Glucosidase From Spleen Homogenate. Lysosomal alpha-glucosidase (Homo sapiens), P10253. human spleen homogenate, 4-MU-alpha-glucoside fluorescence. Potency, µM (highest dose often 79.9 µM), inactives show at the top dose activity change, negative = inhibition, actives largely listed as inhibitors. actives 0.006% (n = 240,000);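 note: 0% = enzyme with vehicle and -100% = no enzyme basal signal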
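Human spleen homogenate (1 ug) with 4-methylumbelliferyl-alpha-D-glucopyranoside (1 mM final) in 50 mM citrate/phosphate pH 5.0, 0.01% Tween-20; 40 min at 37 C. Stopped at pH 10; 4-MU fluorescence Ex 365/Em 440 nm; AC50 by Hill fit.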
GLA spleen mod – qHTS Assay for Inhibitors and Activators of Human alpha-Galactosidase From Spleen Homogenate; Alpha-galactosidase A (Homo sapiens), P06280; AID 2107, 2009; Potency, µM (top dose mostly 80 µM), for inactives: top-dose activity change, negative = inhibition, usual class: inhibitors; actives 0.008% (n = 240,000); human spleen homogenate, 4MU-alpha-Gal fluorescence, 40 min;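 note: 0% = enzyme with vehicle and -100% = no enzyme basal signal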
Target sequence (P06280 32-429 limits assumed): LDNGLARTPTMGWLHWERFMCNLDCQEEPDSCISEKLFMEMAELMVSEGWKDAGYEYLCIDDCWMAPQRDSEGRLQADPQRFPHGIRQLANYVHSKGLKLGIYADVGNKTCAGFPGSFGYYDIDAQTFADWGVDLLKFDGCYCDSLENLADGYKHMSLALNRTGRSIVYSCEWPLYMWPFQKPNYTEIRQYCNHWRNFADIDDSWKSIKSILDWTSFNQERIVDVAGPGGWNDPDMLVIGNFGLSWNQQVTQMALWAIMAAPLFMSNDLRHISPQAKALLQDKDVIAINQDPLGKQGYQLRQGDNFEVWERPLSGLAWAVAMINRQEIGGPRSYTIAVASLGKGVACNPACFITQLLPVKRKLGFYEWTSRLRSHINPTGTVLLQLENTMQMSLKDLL
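Human spleen homogenate (1 ug) was the enzyme source, with 4-methylumbelliferyl-alpha-D-galactopyranoside (1 mM final) in pH 5.0 citrate buffer with 0.01% Tween-20. Compounds were titrated; after 40 min at 37C, NaOH/glycine stop, 4-MU fluorescence read; AC50 from Hill fits.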
The depositor's hits bear a star; ? = inconclusive; . = not tested or not shown; [ ] = another dose, or the depositor's remark. Unless noted, calls come from the whole dose curve; as a rule, active = well fitted curve in the direction sought with a large enough effect; inconclusive = small, poorly fitted or top-dose-only effect, or another doubt; inactive = no such curve, though single readings can be large; an effect the other way counts as inactive or inconclusive. Potency is the fitted concentration of half-maximal effect.

item	compound	Tau fluor cs	Epigenetic reg	GAA inh	GAA glycogen mod	NPSR antag	ALDH1A1 block	GAA spleen mod	GLA spleen mod
1	CCCCNS(=O)(=O)c1ccc2nc(SCC(=O)c3ccc(C#N)cc3)[nH]c2c1	-23%	0.0%	1%	-26%	-10%[46.1 µM]	?	-2%	-17%
2	CCSc1nc2ccccc2n1S(=O)(=O)c1ccccc1	-4%	0.8%	-2%[15.4 µM]	10%	1%[46.1 µM]	5%	-8%	-2%
3	COc1ccc(N2C(=O)CC(NC34CC5CC(CC(C5)C3)C4)C2=O)c(OC)c1 (stereo unspecified)	3%	-1.0%	-6%	9%	-10%[46.1 µM]	?	-8%	3%
4	COc1cc(NS(=O)(=O)c2cccc3nsnc23)cc(OC)c1	-18%	-1.0%	?	4%	-8%[46.1 µM]	7%	0%	-10%
5	Cn1cc(Br)c(C(=O)NC(=S)Nc2ccc(S(N)(=O)=O)cc2)n1	6%	-2.2%	5%	-6%	0%	?	1%	-2%
6	O=C(COC(=O)c1cccc(Br)c1)NCCc1ccc(F)cc1	-6%	0.0%	4%	0%	22%	-4%	-1%	7%
7	O=c1c(Cc2ccc(F)cc2)c(O)ccn1C1CCCCC1	3%	0.0%	-6%	-3%	6%[46.1 µM]	11%	-16%	?
8	Nn1c(SC/C=C/c2ccccc2)nnc1-c1cccnc1	-4%	1.0%	-11%	-12%	-6%[46.1 µM]	13µM*	4%	-2%
9	CC(C)CNC(=O)c1ccc(COc2ccc(Cl)cc2Cl)o1	-15%	-1.1%	?	-5%	-17%[46.1 µM]	-16%	1%	2%
10	CN(Cc1cc2ccccc2[nH]c1=O)S(=O)(=O)c1ccccc1	-4%	0.0%	-5%	-3%	12%[46.1 µM]	?	-19%	-4%
11	Cc1nc(=O)c(-c2ccccc2)c(C)n1-c1cccc(C(=O)O)c1	-5%	-7.2%	-24%	12%	11%[46.1 µM]	-6%	2%	3%
12	Cc1nn(Cc2cccc(C(=O)NC(C)c3ccc(C(C)(C)C)cc3)c2)c(C)c1[N+](=O)[O-] (stereo unspecified)	-19%	2.9%	?	0%	-21%[46.1 µM]	?	-4%	-1%
13	CCCCOc1ccc(NC(=O)CSc2cccc3cccnc23)cc1	-29%	?	10%	-4%	-11%	?	3%	1%
14	COc1ccccc1NC(=O)/C(=C/c1cccs1)NC(=O)c1ccco1	-7%	-1.0%	.	6%	3%	.	5%	1%
15	COc1ccc(C)cc1NC(=O)CSc1ccc(-c2cccnc2)nn1	-12%	3.4%	-8%	3%	-11%	0%	-17%	-1%
16	O=C(N/N=C/c1cccs1)[C@H]1C[C@@H]1c1ccccc1	-3%	0.0%	4%	-2%	6%	10%	-1%	-2%
17	O=C(COC(=O)COc1ccccc1[N+](=O)[O-])Nc1ccc(S(=O)(=O)N2CCCCC2)cc1	?	-3.6%	?	-4%	-20%[46.1 µM]	14µM*	-6%	6%
18	N#Cc1nc(COc2ccccc2)oc1N1CCOCC1	-1%	-0.8%	-2%	-4%	-4%[46.1 µM]	14%	-3%	-1%
19	COC(=O)CCS(=O)(=O)c1ccc(NC(C)=O)cc1	-7%	0.0%	-4%	11%	14%[46.1 µM]	4%	-6%	1%
20	Cc1cc(C)nc(NS(=O)(=O)c2ccc(NC(=S)NC(=O)C3CCCC3)cc2)n1	0%	1.5%	4%	-3%	-14%[46.1 µM]	-15%	-2%	8%
21	COC(=O)/C(=C\C(=O)c1ccccc1)Nc1ccc(OC)cc1	-30%	2.0%	3%[15.4 µM]	?	18%	?	-3%	5%
22	Cc1cc(C)n2nc(C(=O)N/N=C/C=C/c3ccccc3)nc2n1	3%	0.1%	.	6%	-21%	.	-2%	-10%
23	COc1ccc(NS(=O)(=O)c2cc(NC(=O)C3CC3)ccc2N2CCOCC2)cc1	-10%	-1.2%	-3%	25%	-35%	-2%	-10%	-5%
24	Cc1cccc(NC(=S)NCCC(C)C)c1	-2%	-0.9%	5%	-20%	-17%	-5%	10%	18%
25	Cc1cnc(CN2CCCC(C(=O)c3ccc4c5c(cccc35)CC4)C2)[nH]1 (stereo unspecified)	-7%	-5.1%	13%	-23%	-18%	?	-11%	-18%
26	O=c1cnnc(Nc2ccc(F)cc2)[nH]1	11%	-0.4%	2%	29%	11%	12%	9%	1%
27	C=C1c2cccc(OC)c2O[C@H](C(=O)OCC)[C@@H]1CCCCCC	-12%[81.3 µM]	1.4%	.	.	.	-7%	-5%[119 µM]	8%[119 µM]
28	COc1ccccc1-c1nnc(SCC(=O)N2CCOCC2)n1-c1ccccc1	2%	0.0%	1%	17%	-8%[46.1 µM]	11%	0%	9%
29	O=C(CSc1nc2ccccc2c(=O)n1Cc1ccco1)N1CCN(c2ccccc2)CC1	-12%	-0.3%	-3%	-3%	-22%[46.1 µM]	?	-2%	-2%
30	O=C(CSc1ncn[nH]1)NCc1ccc2c(c1)OCO2	-2%	-0.4%	2%	-6%	1%	6%	-2%	-7%
31	Cc1ccc(Oc2ccc(NC(=O)CCC(=O)OCC(=O)c3cccs3)cc2)cc1C	?	1.9%	-9%	-5%	-16%[46.1 µM]	?	-5%	4%
32	COc1ccc(OCC(=O)Nc2ccc3oc(-c4ccncc4)nc3c2)cc1	-13%	2.1%	?	23%	-5%	-4%	-2%	-1%
33	CC12CC(O)C3c4ccc(O)cc4CCC3C1CCC2=O (stereo unspecified)	-14%	0.0%	?	20%	-13%	7%	0%	-2%
34	CCOc1cc(/C=N/Nc2ccccc2Cl)ccc1OCC(=O)O	-3%	-1.6%	-2%	-7%	-30%	?	0%	-9%
35	O=C(Cc1sc(Nc2ccccc2)nc1-c1ccccc1)NCc1ccccn1	?	0.9%	-11%	-24%	-19%	?	-18%	7%
36	COc1ccc(CNC(=O)C2CCCN2C(=O)NC2CCCCC2)cc1 (stereo unspecified)	5%	0.9%	-3%	10%	-2%[46.1 µM]	?	1%	9%
37	CCOc1ccc(S(=O)(=O)NCc2ccc(C)cc2)c2cccnc12	-15%	-2.1%	4%	-1%	12%	?	-4%	-1%
38	CCCN(CCC)c1nc(N)nc(-c2cc(Cl)ccc2OC)n1	-5%	3.6%	-13%	-10%	-26%[46.1 µM]	0%	7%	11%
39	CCOc1ccc2[nH]c(=O)c(C(c3nnnn3CCOC)N3CCOCC3)cc2c1 (stereo unspecified)	-7%	0.0%	?	5%	-2%[46.1 µM]	?	0%	7%
40	Cc1ccc(C)c(N2CCN(C(=O)c3ccc(CSc4nc5ccncc5[nH]4)cc3)CC2)c1	?	0.4%	-8%	-4%	-22%	?	6%	-3%
41	Cc1ccccc1CN1CCN(CC2CC3C=CC2C3)CC1 (stereo unspecified)	-8%	1.6%	-3%	3%	-6%[46.1 µM]	-9%	-1%	6%
42	Nc1c(-c2ccccc2)cnc2cc(-c3ccccc3)nn12	-7%	13%	-2%	-6%	-38%	-7%	8%	4%
43	CC(C)N(C(=S)NC1CC2CCC1C2)c1ccccc1 (stereo unspecified)	-4%	0.0%	7%	-2%	-40%	-2%	6%	7%
44	CC(C)CC(=O)NC(c1ccccc1Cl)c1c(O)ccc2ccccc12 (stereo unspecified)	-26%	-1.1%	?	-9%	-56%	-2%	-2%	6%
45	CC(C)N(Cc1ccccc1)S(=O)(=O)N(C)C	0%	-2.1%	2%	2%	-3%[46.1 µM]	-3%	-1%	1%
46	CCOC(=O)C1(C)NC(c2ccco2)C2C(=O)N(CC)C(=O)C21 (stereo unspecified)	-3%	3.0%	?	18%	-21%	-1%	2%	0%
47	CNC(=O)c1cn(-c2ccccc2)c(=O)c2ccccc12	3%	-1.1%	-8%	3%	3%[46.1 µM]	-2%	-2%	-10%
48	N#Cc1c(NC(=O)c2cnn3cccnc23)sc2c1CCCC2	0%	1.1%	2%	-8%	-5%	13µM*	-6%	-5%
49	CN1CCN(CCOc2cccc(Cl)c2)CC1	1%	0.0%	6%	0%	5%[46.1 µM]	7%	-3%	2%
50	O=[N+]([O-])c1cccc(/C([O-])=C(/C(=S)Nc2cccc3ccccc23)[n+]2ccccc2)c1	12%	-1.0%	4%	-2%	16%	2%	3%	9%
51	O=C(Nc1cccnc1)c1ccc(S(=O)(=O)c2ccccc2)cc1	-7%	-1.6%	-1%	16%	-3%	2%	-9%	-8%
52	O=C(O)C1C(c2ccccc2)C(C(=O)OCCCO)C1c1ccccc1 (stereo unspecified)	-2%	0.0%	-1%	-8%	-11%[46.1 µM]	4%	-1%	6%
53	COc1ccc2c(c1)c(CC(=O)O)c(C)n2C(=O)c1ccccc1	0%	-0.1%	.	.	?	5%	0%	21%
54	CCn1cc(Br)c(C(=O)N(C)Cc2ccccc2)n1	1%	-1.0%	-4%	3%	-5%[46.1 µM]	4%	0%	3%
55	COc1ccc(Cl)cc1NC(=O)c1cccnc1	0%	1.0%	-2%	0%	-2%[46.1 µM]	12%	1%	2%
56	Cc1ccc(C2CC(c3ccco3)=NN2S(C)(=O)=O)cc1 (stereo unspecified)	-6%	-1.9%	-1%	-1%	11%	?	1%	6%

ALDH1A1 block: what is marked active above.
cpd | molecule | Epigenetic reg | GAA inh | GAA glycogen mod | NPSR antag | ALDH1A1 block | GAA spleen mod | GLA spleen mod
8 | Nn1c(SC/C=C/c2ccccc2)nnc1-c1cccnc1 | 1.0% | -11% | -12% | -6%[46.1 µM] | 13µM* | 4% | -2%
17 | O=C(COC(=O)COc1ccccc1[N+](=O)[O-])Nc1ccc(S(=O)(=O)N2CCCCC2)cc1 | -3.6% | ? | -4% | -20%[46.1 µM] | 14µM* | -6% | 6%
48 | N#Cc1c(NC(=O)c2cnn3cccnc23)sc2c1CCCC2 | 1.1% | 2% | -8% | -5% | 13µM* | -6% | -5%

Compound activity (PubChem)

The list is partial; count on the stated rates, not on these rows.
